# High-throughput results deposited in PubChem BioAssay by several laboratories.
# hiPSC survival: increases survival of single human iPS cells. hiPSC single-cell survival, ATPlite luminescence; 100% = ROCK inhibitor wells, 0% = DMSO. AID 602274. hit rate 0.044% among 360,000. survival enhancement, % at 20 µM; in the data active means survival enhancement above about 18%;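 further: cells exposed to compounds for 16 hours before the ATP read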
# m5-HT2A agonist: activates the mouse 5-HT2A serotonin receptor. CHO-K1 mHTR2A beta-arrestin complementation, luminescence; percent of 30 µM serotonin response. activation, % at 7.6 µM. hit rate 0.66% among 360,000;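 active means activation above a run cutoff, the mean activation of all tested compounds plus 3 SD, cut at about 14% in these data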;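 further: 0% = plate median of compound wells and 100% = 30 µM serotonin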
# Target sequence (P35363 whole entry, looked up): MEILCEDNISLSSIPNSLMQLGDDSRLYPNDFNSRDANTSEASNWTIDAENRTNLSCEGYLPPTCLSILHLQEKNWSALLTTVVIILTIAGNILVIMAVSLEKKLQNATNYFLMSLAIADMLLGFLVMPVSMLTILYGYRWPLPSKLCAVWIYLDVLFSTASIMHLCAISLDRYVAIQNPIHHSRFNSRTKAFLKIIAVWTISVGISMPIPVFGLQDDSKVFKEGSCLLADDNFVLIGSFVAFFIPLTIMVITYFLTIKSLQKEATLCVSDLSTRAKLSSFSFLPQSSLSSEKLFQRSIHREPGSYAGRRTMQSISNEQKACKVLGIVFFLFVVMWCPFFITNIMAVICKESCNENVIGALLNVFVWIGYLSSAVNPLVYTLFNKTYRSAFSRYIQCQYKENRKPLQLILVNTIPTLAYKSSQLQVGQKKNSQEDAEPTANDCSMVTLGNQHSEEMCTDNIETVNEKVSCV
# Shn3 inh set2: inhibitors of Schnurri-3 3'UTR reporter in osteoblasts. hit rate 0.52% among 360,000. AID 588674. inhibition, % at 12.5 µM. Clone20 osteoblast Shn3 3'UTR firefly luciferase, 24 h;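 active means mean inhibition of at least 75% with every replicate also reaching 75%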;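 further: 0% = median of neutral control wells and 100% = pilot-screen positive control compound; some compounds past the cut are filed as inactive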
# CaV13 FRET inh: Primary screen for inhibitors of IQ motif and Ca2+-dependent inactivation inhibitor domain binding in CACNA1D, Förster resonance energy transfer in living cells, …. HEK cells, CFP/YFP FRET ICDI-IQ, plate reader, 10 min; percent FRET-ratio fall versus neutral wells. inhibition, % at 12.3 µM. hit rate 0.098% among 340,000. AID 743397;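 active means mean replicate inhibition of at least 30% and at least 1% of replicates passing that level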;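 further: 0% = median of the neutral control wells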
# NR2E3 ag-1: activates human photoreceptor nuclear receptor NR2E3; Q9Y5X4; GST-NR2E3/biotin-RetCOR TR-FRET, 1536-well; inhibition of corepressor binding, % at 4.78 µM; hit rate 0.12% among 320,000; AID 2300;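 active means percent inhibition above the cutoff of mean plus 3 SD of all tested compounds, set per screening campaign, cut at about 20% in these data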;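 further: 0% = DMSO wells and 100% = biotin wells as full block of FRET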
#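 System: GST-tagged NR2E3 plus biotinylated RetCOR corepressor; Amount: 1.35 nM GST-tagged NR2E3 final; Dosing: single nominal compound dose of 4.8 µM; Schedule: 5 h incubation at 4 °C; Technique: TR-FRET with europium anti-GST and streptavidin-D2, 340 nm excitation; Controls: biotin wells as high control, 0.6% DMSO wells as low control.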
# NR2E3 ag-2: human photoreceptor-specific nuclear receptor agonism; hit rate 0.35% among 360,000; CHO-S Gal4-NCOR/VP16-NR2E3 two-hybrid, luciferase; AID 602229; inhibition of corepressor binding, % at 3.98 µM;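 active means inhibition above the mean of all tested compounds plus 3 SD, cut at about 70% in these data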;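 further: 0% = DMSO with NR2E3 transfected cells and 100% = cells lacking NR2E3 construct; higher means lower luciferase signal from less NR2E3 corepressor binding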
# PDI turbidity: blocks human protein disulfide isomerase activity; inhibition, % at 10 µM; PDI insulin aggregation turbidity, A650, 90 min; hit rate 0.052% among 350,000; P07237; AID 588391;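 active means mean inhibition across replicates of 30% or more, whatever share of single replicates reach that level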;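 further: absorbance from insulin aggregation driven by PDI reduction with DTT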
# Target sequence (P07237 whole entry, looked up): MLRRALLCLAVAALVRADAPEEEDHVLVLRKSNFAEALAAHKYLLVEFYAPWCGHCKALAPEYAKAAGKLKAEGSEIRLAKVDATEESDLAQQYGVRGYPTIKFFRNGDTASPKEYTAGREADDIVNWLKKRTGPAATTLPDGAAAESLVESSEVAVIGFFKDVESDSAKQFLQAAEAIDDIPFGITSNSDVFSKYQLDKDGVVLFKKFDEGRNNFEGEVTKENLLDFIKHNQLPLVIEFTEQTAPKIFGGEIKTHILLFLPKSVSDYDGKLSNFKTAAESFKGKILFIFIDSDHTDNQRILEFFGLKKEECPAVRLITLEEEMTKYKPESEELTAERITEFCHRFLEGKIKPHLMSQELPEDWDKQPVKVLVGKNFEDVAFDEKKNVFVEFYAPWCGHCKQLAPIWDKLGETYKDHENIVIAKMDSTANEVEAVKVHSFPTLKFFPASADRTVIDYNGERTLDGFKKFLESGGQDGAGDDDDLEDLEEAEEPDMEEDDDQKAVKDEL
# Cardio protect: modulators protecting cardiomyocytes from myocardial damage | H9c2 cardiomyocytes, H2O2 injury protection, ATPLite, 2 h | protection from H2O2 cell death, % at 20 µM | hit rate 0.63% among 360,000 | AID 588492;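 active means compounds giving at least 50% protection of heart cells from peroxide-induced death in the single-dose screen, raw or plate-pattern-corrected value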;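 further: 0% = DMSO wells with peroxide and 100% = DMSO wells without peroxide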
# Peg3 prom inh: reduces Peg3 promoter-driven luciferase expression in HeLa | inhibition, % at 20 µM | hit rate 1.7% among 360,000 | AID 588405 | HeLa PEG-Prom luciferase reporter, luminescence, overnight;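 active means inhibition of at least 50% at 20 µM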
# HIF-2a inh: HIF-2a inhibition; 786-0 RCC cells HIF-2a reporter, luciferase luminescence, overnight; inhibition, % at 18.8 µM; hit rate 0.72% among 360,000;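 active means inhibition of the luminescence signal of 40% or more relative to plate controls, in a single-dose primary screen at 18.75 µM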
# TRPM1 prom inh: MITF TRPM1 promoter inhibition in SK-MEL-5 cells; SK-MEL-5 TRPM1 promoter luciferase, 24 h; inhibition, % at 12.5 µM; hit rate 0.83% among 330,000; AID 488899;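 active means mean inhibition across replicates of 60% or more, whatever share of single replicates reaches that level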; further: values of inactives mirror those of a sister screen read the other way
# The depositor's hits bear a star; · = no result given.
# Each structure is followed by: hiPSC survival	m5-HT2A agonist	Shn3 inh set2	CaV13 FRET inh	NR2E3 ag-1	NR2E3 ag-2	PDI turbidity	Cardio protect	Peg3 prom inh	HIF-2a inh	TRPM1 prom inh
COc1ccc2sc(N3C(=O)CC(Cc4cccc(C)c4)C3=O)nc2c1 (stereo not drawn)
    -2.0	-2.8	5.9	-6.9	-0.6	1.3	-1.9	0.8	11.8	10.1	2.4
COc1ccc(CCN(Cc2cc3ccc(C)cc3n3nnnc23)C(C)=O)cc1OC
    3.8	7.8	7.5	-4.1	1.2	21.8	4.1	9.9	6.9	9.1	11.4
COc1ccc(C(=O)Nc2sc3c(c2C#N)CCN(C(C)=O)C3)cc1
    -0.5	1.7	6.8	12.8	1.4	-15.3	4.9	0.6	-7.3	-28.9	16.9
CC/C(=N/O)C(=O)c1ccc(Br)cc1
    1.3	5.5	-0.7	5.7	-2.8	-12.0	15.6	-1.2	-24.3	-15.7	0.0
Oc1ccc(N2CCN(Cc3ccc(OCCCN4CCCCC4)cc3)CC2)cc1
    -3.7	11.3	19.6	0.1	-1.5	9.4	-0.9	1.6	-10.6	5.1	-8.0
CC(=O)N(Cc1ccco1)C1(C(=O)NC2CCCC2)CCCCC1
    6.5	1.1	17.3	·	1.4	12.1	3.5	6.5	16.9	-4.2	-8.5
Cc1ccsc1C(=O)Nc1nc2ccccc2[nH]1
    -0.6	-2.8	-32.9	-2.2	-2.7	-120.4	-2.9	-12.6	-93.0	-195.0	-29.3
CCCCn1c(O)c(/C=C2\C=NN=C2c2ccccc2)sc1=S
    -1.4	-3.7	-7.7	-6.3	4.0	3.4	-7.0	-6.4	-19.2	-44.5	-1.7
CC(C)N1CCN(S(=O)(=O)c2ccccc2)CC1
    -0.6	-2.9	-1.6	-4.4	0.7	-14.2	-2.1	4.2	13.9	8.9	-5.3
Cc1ccc(S(=O)(=O)Nc2ccccc2F)cc1C(=O)OC(C)C(=O)N1CCOCC1 (stereo not drawn)
    0.3	5.5	-2.6	-15.0	4.4	17.1	1.4	1.0	5.8	4.0	4.4
CC1(C)CC(=O)c2c(O)c(-c3ccccc3)c(=O)n(-c3ccccc3)c2C1
    1.1	-0.3	-0.2	-3.9	1.3	-16.9	-13.7	1.0	2.9	16.6	-5.0
Cc1nn(C(C)C(=O)NCc2cccs2)c(C)c1[N+](=O)[O-] (stereo not drawn)
    -0.1	1.8	1.4	2.7	4.4	5.4	-9.6	-3.0	5.2	16.7	-0.8
O=C(COC(=O)C1(c2ccc(Cl)cc2)CCCC1)NC1CCS(=O)(=O)C1 (stereo not drawn)
    1.9	5.7	-12.3	-4.4	-0.2	20.3	-1.3	-3.6	11.8	10.5	12.0
Clc1cc(NC2CCCCC2)ncn1
    1.8	8.3	2.9	-18.7	-5.1	-20.0	-2.3	0.7	-3.3	1.5	-6.0
CCN(CC)c1ccc(C(=S)NCc2ccccc2)cc1
    -0.7	-6.0	11.2	-5.0	1.2	1.1	-2.7	-0.4	-27.7	-1.2	7.3
CC(NC(=O)CN(c1ccc(F)cc1)S(C)(=O)=O)c1ccccc1 (stereo not drawn)
    0.8	-4.3	4.6	-17.2	2.8	11.7	-0.3	6.7	12.2	16.1	2.0
O=C(O)c1nn2c(c1Br)NC(c1ccccc1)CC2C(F)(F)F (stereo not drawn)
    -1.9	-0.5	3.2	-6.6	1.3	-21.3	4.4	9.8	-4.9	7.1	4.4
CCOc1cc(/C=C2\COc3ccccc3C2=O)ccc1OCC(=O)N(C)C
    -0.5	0.4	2.4	-3.8	0.7	-15.8	0.1	-9.3	62.1*	25.0	11.9
Cc1ccc(NC(=S)NNC(=O)Cn2nc([N+](=O)[O-])cc2C)cc1
    -2.5	1.8	-49.9	-5.7	-0.8	-13.7	0.2	-1.9	0.1	20.9	2.3
Cc1ccc(NC(=O)CSc2ncccn2)cc1F
    0.1	-3.9	-17.5	-6.2	-3.2	-44.8	-0.3	-11.0	-85.5	-140.0	-31.1
O=C(NCc1cnn(-c2ccc(F)cc2)c1)C1CCC(=O)N(C2CC2)C1 (stereo not drawn)
    0.2	-1.9	5.4	·	·	-13.9	0.0	-2.9	2.8	6.1	1.1
CCOc1ccc(NC(=O)C2CC(=O)OC2c2ccccc2)cc1 (stereo not drawn)
    0.4	-0.6	10.2	-4.3	2.1	0.2	-3.9	0.1	13.8	-2.6	3.9
O=Nc1c(O)n(Cc2ccccc2)c2ccccc12
    -0.3	0.8	-0.3	-7.4	0.9	-7.9	-0.7	0.9	18.1	13.8	13.2
COc1nc(-c2ccc(C)cc2)ccc1-c1noc(-c2ccco2)n1
    -1.7	2.3	-25.7	-8.7	11.1	-44.4	-5.6	-2.0	-239.7	-248.4	-35.7
CCOC(=O)c1[nH]nc(C(=O)c2ccc(Br)cc2)c1O
    0.7	2.0	-9.7	-4.5	0.6	-36.5	0.5	-7.6	-60.1	-73.5	-17.2
Cc1ccc(S(=O)(=O)N2CCN(C(=O)C3CCCO3)CC2)cc1 (stereo not drawn)
    0.3	0.1	2.5	-13.0	-2.1	-3.2	-7.9	2.2	8.6	15.4	2.2
CCCCN(S(=O)(=O)c1ccccc1)S(=O)(=O)c1ccccc1
    -0.8	-4.4	11.3	-2.0	3.6	-10.6	-1.3	-14.2	31.4	8.3	22.6
COc1cccc(NC(=O)C2CCCN2C(=O)OCc2ccccc2)c1 (stereo not drawn)
    0.4	-1.8	-26.7	-2.3	-5.1	16.7	6.8	1.8	9.9	7.7	3.5
Cc1ccc(C(=O)Nc2ccccc2[N+](=O)[O-])cc1S(=O)(=O)N1CCOCC1
    -0.7	-3.9	-2.2	-6.4	1.1	-9.0	1.8	-3.3	30.6	13.6	16.2
CN(C)c1ccc(NC(=S)NC(=O)/C=C/c2ccc(Cl)cc2)cc1
    -0.4	1.2	-115.8	-2.3	-4.1	-71.3	0.2	-15.3	-256.8	-229.7	-54.3

# Later entries:
# Each structure is followed by: hiPSC survival	m5-HT2A agonist	Shn3 inh set2	CaV13 FRET inh	NR2E3 ag-1	NR2E3 ag-2	PDI turbidity	Cardio protect	Peg3 prom inh	HIF-2a inh	TRPM1 prom inh
O=C(N/C(=C/c1cccc([N+](=O)[O-])c1)C(=O)N1CCCCCC1)c1ccco1
    0.1	8.2	-1.3	-3.1	-0.8	-10.1	-3.1	-4.1	8.4	13.2	0.2
COc1ccc(C(=O)NN=C(Cc2ccccc2)Cc2ccccc2)cc1OC
    0.7	-3.5	12.9	-5.7	-0.5	-4.6	13.0	2.3	15.0	12.3	-11.2
Cc1ccc(C(=O)CCS(=O)(=O)c2ccc(Cl)cc2)cc1
    -0.1	-3.4	9.7	-6.4	-0.3	-28.2	8.0	-15.5	28.5	33.0	2.0
COc1ccc(N2CC(C(=O)OCC(=O)Nc3cccc(C)c3)CC2=O)cc1 (stereo not drawn)
    -0.5	5.0	1.2	-3.9	1.1	5.8	6.3	5.3	4.4	3.1	-2.0
CCOC(=O)Cn1nc(C)c(NC(=O)COc2ccc(C)c(C)c2)c1C
    0.0	5.2	2.0	-16.1	-2.1	8.9	5.0	-7.1	-16.1	-0.2	-13.5
COc1ccc(-n2c(=S)[nH]c3cc(C(=O)NCc4cccnc4)ccc3c2=O)c(OC)c1
    0.4	-2.1	-14.8	-3.9	-3.6	-4.0	-0.2	-6.1	18.9	12.3	11.4
CCN(CC)S(=O)(=O)c1ccc2nnn(O)c2c1
    -0.8	3.0	6.0	0.1	3.1	3.7	11.1	2.4	13.1	12.4	-2.6
Cc1ccc(NC(=O)c2oc(=O)c3ccccc3c2-c2ccccc2)c(C)c1
    3.8	-4.8	14.3	-2.8	0.0	7.0	0.4	1.4	26.3	16.9	6.8
OCC1OC(n2cnc3c(NC4CCCC4)ncnc32)C(O)C1O (stereo not drawn)
    0.5	-2.9	2.8	-5.3	7.1	-8.5	7.3	5.2	-1.0	-4.6	12.2
COc1ccc(NC2CCCN(C(=O)c3csc(C(C)C)n3)C2)cc1OC (stereo not drawn)
    0.2	3.3	7.0	-3.0	-1.0	-7.9	8.1	-1.9	4.5	4.9	-8.2
CC(=O)c1ccc(-c2cccc(-c3nc4ccccn4c3NC3CCCCC3)c2)cc1
    0.0	-12.4	12.1	-3.4	-0.1	-10.2	-3.0	-1.9	62.0*	-75.6	-9.7
O=C1c2ccccc2C(=O)N1Cc1cc(-c2ccccc2)no1
    0.8	1.8	0.7	-2.3	3.5	0.2	-2.5	0.3	11.3	-4.3	-4.9
Oc1cc2c(cc1CN1CCN(c3cccc(C(F)(F)F)c3)CC1)CCC2
    1.2	0.1	40.4	-5.5	-3.0	-10.0	2.9	-18.6	25.1	12.3	-0.5
CC(=O)c1ccc(-c2cccc([C@H]3[C@@H]4C=CC[C@@H](C)[C@@H]4C(=O)N3Cc3ccccc3)c2)cc1
    -0.3	-6.3	-0.6	-5.9	·	-62.1	7.3	-24.5	-10.2	-38.8	1.4
CC(C)Cc1ccc(C(C)C(=O)Nc2ccccc2O)cc1 (stereo not drawn)
    0.8	-6.0	84.0	-4.2	2.1	83.2*	6.7	-15.1	21.8	-13.9	24.7
COc1ccc(-c2csc(N(CCCN(C)C)C(=O)c3ccc(OC)c(OC)c3)n2)cc1
    -1.2	-3.9	-12.4	-10.7	·	-9.1	0.7	8.1	-11.1	-0.1	·
Clc1ccc(OCCn2ccnc2)c(Br)c1
    5.7	0.3	-0.1	·	2.0	-21.8	7.1	-3.1	27.3	9.1	0.3
COc1cc(OC)c(NC(=O)c2ccc3c(SCC(=O)O)c4c(nc3c2)CCCC4)cc1Cl
    -0.4	3.6	3.9	-6.9	0.7	-22.1	-2.0	12.6	14.8	4.9	-2.1
Cc1ccc(S(=O)(=O)N2CCC(C(=O)N3CCC(C(=O)NCc4cccnc4)CC3)CC2)cc1
    0.2	3.6	-9.5	-7.6	3.8	-3.0	-2.8	-1.8	2.3	16.6	-3.5
COCCC(=O)N1CCC(n2nccc2NC(=O)c2ccccc2C)CC1
    -0.5	-4.8	-19.0	-3.4	2.1	-21.8	-6.6	0.6	5.2	-7.7	-4.0
CC(=O)c1c(C)[nH]c(C(=O)OC(C)C(=O)NC2CCCCC2)c1C (stereo not drawn)
    -0.6	-0.1	11.0	-6.3	·	8.3	1.9	0.2	14.9	2.7	·

# Only PDI turbidity and NR2E3 ag-2, for some of the entries so far:
canonical_smiles	PDI turbidity	NR2E3 ag-2
COc1ccc(C(=O)NN=C(Cc2ccccc2)Cc2ccccc2)cc1OC	13.0	-4.6
Cc1ccc(C(=O)CCS(=O)(=O)c2ccc(Cl)cc2)cc1	8.0	-28.2
